HCMV antiviral: inhibitors of human cytomegalovirus. HFF cells, HCMV-luciferase reporter, 72 h; active compounds read low. activity change, negative = inhibition, % at 57.5 µM. 4.5% of 410,000 active; in the data active = activity change below about -60%; inconclusive = no clear call, values can overlap the other calls; inactive = above about -39%
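HFF cells seeded 16 h at 37C, treated with compounds, infected with luciferase-reporter HCMV at MOI 1 PFU/cell; luciferase read at 72 h post infection, normalized to buffer-only and Salinomycin controls.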
AmpC detergent: blocks E. coli AmpC beta-lactamase in detergent assay; P00811; AmpC hydrolysis of nitrocefin, absorbance 480 nm, 0.01% Triton; Potency, µM (top dose mostly 114 µM), for the others: top-dose activity change, negative = inhibition, actives largely listed as inhibitors; 0.041% of 370,000 active; AID 485294; active = well fitted inhibition curve with a large enough effect; inconclusive = small, poorly fitted or top-dose-only effect;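 note: potency is the fitted concentration of half-maximal effect; 0% = no-compound wells and -100% = no-enzyme wells; nearly all actives have a fitted effect of over 25% in size; some results filed as inactive show a strong effect at the top dose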
Target sequence (P00811 whole entry, looked up): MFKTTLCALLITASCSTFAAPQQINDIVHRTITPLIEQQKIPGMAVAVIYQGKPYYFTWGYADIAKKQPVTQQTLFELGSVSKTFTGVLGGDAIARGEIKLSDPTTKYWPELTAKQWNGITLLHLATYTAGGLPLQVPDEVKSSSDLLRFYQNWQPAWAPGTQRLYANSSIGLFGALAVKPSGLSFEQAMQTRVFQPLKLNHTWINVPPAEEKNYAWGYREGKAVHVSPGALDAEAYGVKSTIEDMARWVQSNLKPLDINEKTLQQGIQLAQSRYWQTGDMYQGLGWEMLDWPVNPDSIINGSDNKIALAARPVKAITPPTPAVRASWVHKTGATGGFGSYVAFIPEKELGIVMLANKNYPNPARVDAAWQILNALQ
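AmpC (5.3 nM in the dispensed reagent) in 20 mM phosphate pH 7.0 with 0.01% (detergent screen) or 0.0001% Triton X-100 was preincubated with compounds for 15 min at room temperature. Nitrocefin was then added from an 800 uM solution, and hydrolysis was followed at 480 nm.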
Starred values were filed as active, the others as inactive; u = inconclusive. Unless noted, % is set by controls: 0 for no effect and ±100 for the full control effect.

SMILES	HCMV antiviral	AmpC detergent
COc1ccccc1/C=C/c1nc(C#N)c(NCCc2ccccc2)o1	-7	-5%
COc1ccc(-c2cccc(NS(=O)(=O)c3ccc(C)s3)c2)nn1	-7	20%
COc1cc(NC(=O)CSc2nc3nc(C)c(Cc4ccc(C)cc4)c(C)n3n2)cc(OC)c1	15	14%
CC(=O)Nc1ccc(NC(=O)C(NC(=O)C2CCC(C)CC2)C(C)C)cc1 (stereo not given)	14	-8%
CCOCCCn1c(=N)c(C(=O)NCc2ccccc2)cc2c(=O)n3ccccc3nc21	12	4%
Cc1nn(C)c2c1c(-c1ccccc1)cc(=O)n2C(C)C(=O)NCCc1ccc(Cl)cc1 (stereo not given)	-7	3%
CCOC(=O)c1ccccc1NC(=O)CSc1nc2cn(CC)nc2c(=O)n1Cc1ccc(Cl)cc1	0	0%
Cc1ccc(NC(=O)c2ncoc2-c2ccco2)cc1Cl	50	-1%
COC(=O)c1ccccc1NC(=O)c1cnn(-c2ccc(F)cc2)c1-n1cccc1	-4	2%
CCOC(=O)c1nnn(CC(=O)Nc2cc(C)cc(C)c2)c1C(=O)OCC	12	10%
CCOc1cccc(C(=O)Nc2cc(C)c(O)c(-c3nc4ncccc4o3)c2)c1	-24	3%
CCCS(=O)(=O)c1ncc(Cl)c(C(=O)Nc2scc(-c3ccccc3)c2C(=O)OCC)n1	-99*	6%
CC(CNC(=O)C1CCN(C(=O)N2CCOc3ccc(Cl)cc32)CC1)c1ccccc1 (stereo not given)	0	-2%
CCOCCCN(C(=O)Nc1ccc(Cl)cc1)C1CCN(C(C)=O)CC1	9	5%
CCc1ccc(NC(=O)CN2C(=O)C(c3ccc(Cl)cc3)=NC23CCCCC3)cc1	u	0%
Cc1ccccc1OC(=O)CSc1nnc(-c2ccc(F)cc2)o1	15	13%
Cc1cccc(NS(=O)(=O)c2ccc(NC(=O)N3CCCC3)cc2)c1	9	-3%
CC(C)(C)OC(=O)N1CCC(c2c(C(=O)Nc3cccc(C(F)(F)F)c3)cnn2-c2ccc(F)cc2F)CC1	u	-2%
COc1ccc(-c2nnc(C3CCN(S(=O)(=O)c4cccc(Cl)c4)CC3)o2)cc1	-94*	-8%
COc1cc2c(cc1OC)C(COc1ccccc1OC)N(C(=O)c1ccc(S(=O)(=O)N3CCCC3)cc1)CC2 (stereo not given)	-9	3%

Part of the list above in order of length of the SMILES, low to high.
SMILES	HCMV antiviral	AmpC detergent
COc1ccccc1/C=C/c1nc(C#N)c(NCCc2ccccc2)o1	-7	-5%
CCOCCCN(C(=O)Nc1ccc(Cl)cc1)C1CCN(C(C)=O)CC1	9	5%
Cc1cccc(NS(=O)(=O)c2ccc(NC(=O)N3CCCC3)cc2)c1	9	-3%
COC(=O)c1ccccc1NC(=O)c1cnn(-c2ccc(F)cc2)c1-n1cccc1	-4	2%
CC(CNC(=O)C1CCN(C(=O)N2CCOc3ccc(Cl)cc32)CC1)c1ccccc1 (stereo not given)	0	-2%
COc1ccc(-c2nnc(C3CCN(S(=O)(=O)c4cccc(Cl)c4)CC3)o2)cc1	-94*	-8%

Carrying on:
SMILES	HCMV antiviral	AmpC detergent
CC1CCN(c2nc3ccccc3nc2C(F)(F)F)CC1	13	2%
CCOc1ccc(OCC)c(NC(=O)c2cnn(-c3ccc(F)cc3)c2C2CCN(C(=O)OC(C)(C)C)CC2)c1	-3	3%
COc1ccc(-c2ccc(NS(=O)(=O)c3ccc(F)c(C(F)(F)F)c3)cc2)nn1	-18	2%
Cc1cc2n(n1)C(c1cc(C(C)(C)C)c(O)cc1O)Nc1ccccc1-2 (stereo not given)	-23	-4%
COc1cc(OC)c(NC(=O)Cn2nc(C)n3cccc3c2=O)cc1Cl	-11	17%
COc1cc(OC)cc(C(=O)Nc2nc(-c3nnn(-c4ccc(C)cc4)c3C)ns2)c1	-106*	-4%
COc1ccc(CNC(=O)Cc2c(C)c3c(cc(C)c4c(C)c(C)oc43)oc2=O)cc1	-13	20%
COc1cccc(NC(=O)c2ccc(-c3nc(COc4ccccc4)c(C)o3)cc2)c1	-66*	10%
O=C(CN1C(=O)COc2ccc(S(=O)(=O)N3CCOCC3)cc21)Nc1ccc(F)c(Cl)c1	5	-9%
CCN(CC)C(=O)Cn1c(=O)cc(C)c2c(C)nn(C)c21	5	22%
O=C(Nc1cccs1)Nc1cc(C(F)(F)F)ccc1Cl	-26	10%
Cc1oc2ccc(O)c(CN3CCCCC3C)c2c1C(=O)Nc1ccccc1 (stereo not given)	-29	13%
Cn1cc(C(=O)O)c(=O)c2cc(S(=O)(=O)N3CCOCC3)ccc21	-24	-8%
COc1ccc(-c2nc3sc(CCNC(=O)C(C)(C)C)c(C)n3n2)cc1	-21	-1%
CCCOc1ccc(NC(=O)CC2C(=O)N(c3ccccc3)C(=O)N2Cc2ccco2)cc1 (stereo not given)	38	22%
CN(C)c1ccc(CNC(=O)CCn2c(=O)c3cccn3c3ccc(F)cc32)cc1	u	4%
Cc1ccccc1CNC(=O)C1CCN(S(=O)(=O)Cc2ccccc2)CC1	8	18%
Cc1ccc(S(N)(=O)=O)cc1NC(=O)c1c(-c2c(Cl)cccc2Cl)noc1C	-1	8%
Cc1ccccc1NC(=O)CSc1nc2ccc(NC(=O)CCc3ccccc3)cc2s1	-11	-10%
COc1ccc(C)cc1NC(=O)N1CCN(c2cc(-c3noc(C)n3)ccc2C)CC1	-19	-1%
CCOCCCN1C(=O)c2ccccc2CC1(C)C(=O)NC1CCCCC1 (stereo not given)	3	1%
CN(C1CCCCC1)S(=O)(=O)c1ccc2c(c1)c(=O)c(C(=O)NCc1ccc(Cl)cc1)cn2C	8	3%
Cc1ccc(NC(=O)Cn2c(=O)n(CCc3ccccc3)c(=O)c3sc4ccccc4c32)cc1C	15	-6%
O=C(CSc1n[nH]c(-c2ccc(F)cc2)n1)NCc1ccccc1Cl	-15	18%
Cc1coc2c1c(C)cc1oc(=O)c(CC(=O)NCCc3ccc(Cl)cc3)c(C)c12	-22	24%
COc1cc(C2c3c(oc4ccc(F)cc4c3=O)C(=O)N2c2nc(C)c(C)s2)cc(OC)c1OC (stereo not given)	10	4%
CCCC12CN3CC(C)(CN(C1)C3c1ccccn1)C2=O (stereo not given)	3	17%
CCOC(=O)C1CCN(c2c(C(=O)c3ccc(OCC)cc3)cnc3ccc(OC)cc23)CC1	-4	0%
Cc1cccc(-n2c(SCC(=O)Nc3ccccc3C)nc3c(oc4ccccc43)c2=O)c1	u	3%
CCc1ccc(C(=O)c2cn(CC(=O)Nc3ccc(F)cc3)c3cc4c(cc3c2=O)OCO4)cc1	-2	5%
CCCc1cc(=O)n2[nH]c(-c3ccc(C)cc3)nc2n1	28	19%
Cc1ccc(-n2c(=O)c3cccnc3n2CC(=O)NCc2ccc(F)cc2)cc1C	0	-3%
CCCc1cc(=O)n2c(C(=O)Nc3ccc(OCC)cc3)c(C(=O)Nc3ccc(C)cc3)sc2n1	-84*	5%
Cc1ccc2cc(CN(C(=O)c3cccc(Cl)c3)c3ccccc3)c(=O)[nH]c2c1	11	16%
COC(=O)c1ccc(NC(=O)N2CCc3c([nH]c4ccccc34)C2c2ccc(C)cc2)cc1 (stereo not given)	9	-4%
CC(=O)N1CCc2cc(Br)cc(S(=O)(=O)N3CCC(C(=O)N(C)c4cc(C)ccc4C)CC3)c21	13	3%
CCCS(=O)(=O)N1CCCC(C(=O)NCCOC)C1 (stereo not given)	13	6%
COc1cc2c(cc1OC)n(CC(=O)Nc1ccccc1)c(=O)n1nc(-c3ccccc3)nc21	-21	-4%
CCOC(=O)c1c(SCC(=O)Nc2cc(Cl)cc(Cl)c2)nc(=O)[nH]c1C	-4	2%
Cc1cccc(NC(=O)CSC2=Nc3ccccc3C3=NC(CC(=O)NCc4cccs4)C(=O)N23)c1 (stereo not given)	8	11%
O=C(Cn1cnc2nc3c(cc2c1=O)CCCC3)N1CCN(c2cccc(C(F)(F)F)c2)CC1	-5	-2%
O=C(CCn1c(=O)c2sccc2n(Cc2ccc(F)cc2)c1=O)NCc1ccc2c(c1)OCO2	14	22%
CCOc1ccc(NC(=O)c2c(NC(=O)c3cccc(C)c3)sc3c2CCC3)cc1	8	2%
CCOc1ccc(CNC(=O)C2CCCN(S(=O)(=O)c3ccc4c(ccn4C)c3)C2)cc1 (stereo not given)	u	14%
CCC(=O)N1CCc2cc(S(=O)(=O)NC(Cc3ccccc3)C(=O)Nc3ccc(Cl)cc3)ccc21 (stereo not given)	-19	3%
Cc1ccc(-c2cc(C(=O)OCC(=O)c3ccccc3)c3cccc(Cl)c3n2)cc1	-12	3%
COc1ccc(NC(=O)CSC2=Nc3ccccc3C3=NC(CCC(=O)NCc4cccs4)C(=O)N23)cc1 (stereo not given)	-73*	-3%
O=c1c2ccccc2nc(/C=C/c2cccc3ccccc23)n1-c1ccc(Cl)cc1	0	4%
COc1ccc(-c2cc(C(F)(F)F)n3nc(C(=O)Nc4cccc(C(F)(F)F)c4)c(Br)c3n2)cc1	-14	14%
COc1cc(-c2nc3nc(C)cc(C)n3c2Nc2ccc(Cl)cc2)ccc1O	136	-1%
CCN1CCc2c(sc(-n3cccc3)c2C(C)NC(=O)Nc2cc(Cl)c(OC)cc2OC)C1 (stereo not given)	21	15%
COc1ccc(-c2onc(C)c2C)cc1S(=O)(=O)Nc1cc(Cl)ccc1C	31	2%
COc1cccc(C(=O)NC2=NC(c3ccccc3F)CC(=O)N2)c1 (stereo not given)	1	0%
O=C(C1CCCN(S(=O)(=O)c2cccc3nsnc23)C1)N1CCN(c2cccc(Cl)c2)CC1 (stereo not given)	-86*	-8%
COc1ccc(OCc2ccc(-c3nc(C#N)c(NCc4cccnc4)o3)o2)cc1	-38	22%
CCOC(=O)C1CCCN(c2ncnc3c2cnn3-c2ccc(C)c(Cl)c2)C1 (stereo not given)	-1	-2%
C#CC(C)(CC)NC(=O)c1cc2c(n(-c3ccc(Cl)cc3)c1=O)CC(C)(C)CC2=O (stereo not given)	18	-3%
Cc1ccc(NC(=O)CN2C(=O)COc3ccc(S(=O)(=O)NC4CCCC4)cc32)cc1Cl	0	16%
CCN(CC)C(=O)CSc1nnc2[nH]c(=O)cc(C)n12	-37	-9%
COc1ccc(N2CC(NC(=O)COc3ccccc3F)CC2=O)cc1OC (stereo not given)	10	0%

Two records drawn at random from the list so far, as already listed:
SMILES	HCMV antiviral	AmpC detergent
CCOc1ccc(CNC(=O)C2CCCN(S(=O)(=O)c3ccc4c(ccn4C)c3)C2)cc1 (stereo not given)	u	14%
O=C(C1CCCN(S(=O)(=O)c2cccc3nsnc23)C1)N1CCN(c2cccc(Cl)c2)CC1 (stereo not given)	-86*	-8%

Next section
SMILES	HCMV antiviral	AmpC detergent
CCOc1ccccc1NC(=O)Cn1c(=O)n(Cc2ccco2)c(=O)c2cccnc21	-2	26%
COc1ccc(NC(=O)c2noc3c2CCCC3)cc1Cl	98	29%
Cc1cccc(NC(=O)CSc2nc3c(c(=O)[nH]2)CN(Cc2ccc4c(c2)OCO4)CC3)c1C	4	18%
CCOC(=O)c1cc(S(=O)(=O)NCc2ccc(OC)cc2)[nH]n1	59	16%
Cc1ccc(CCNC(=O)C2CCCN(Cc3nc(-c4cccc(Cl)c4)oc3C)C2)cc1 (stereo not given)	22	4%
CCn1c(CN2CCN(C)CC2)nc2cc(NC(=O)c3cc(OC)c(OC)c(OC)c3)ccc21	7	23%
CCCCOC(=O)c1ccc(NC(=O)/C(C#N)=C/c2ccc(C)o2)cc1	-1	2%
CCOc1cc(C(=O)NCCc2csc(-c3ccc(C)cc3)n2)cc(OCC)c1OCC	1	-6%
O=C(CSCc1nc2cccnc2n1C1CCCCC1)NCc1cccc(Cl)c1	u	-7%
O=C(c1ccc(CSc2nc3ccncc3n2Cc2ccccc2F)cc1)N1CCCCCC1	-16	5%
CC(C(=O)NCc1cccc(Br)c1)n1ncn2cccc2c1=O (stereo not given)	3	16%
COc1ccc(NC(=O)CCS(=O)(=O)c2cc3c4c(c2)CCN4C(=O)CC3)c(OC)c1	21	7%
CCOC(=O)N1CCc2c(sc(NCc3ccc(OC)c(Br)c3)c2C(=O)Nc2cc(OC)ccc2OC)C1	-23	8%
CCOC(=O)c1c(NC(=O)/C=C/c2ccccc2)sc2c1CCCC2	4	15%
Cc1ccc(CNc2ccc(-c3nc(-c4cccnc4)no3)cc2[N+](=O)[O-])cc1	13	2%
CC(=O)c1ccc(NC(=O)Nc2nnc(N3CCCC(C)C3)s2)cc1 (stereo not given)	-18	-2%
CCOc1ccc(CCNC(=O)Cn2nnc(-c3ccccc3Cl)n2)cc1OCC	3	1%
CC(C)c1cc(-c2nc(-c3ccccc3)no2)n[nH]1	-39	2%
O=C(Nc1ccc(N2CCC(N3CCCCC3)CC2)c(C(=O)O)c1)c1ccccc1	13	-3%
Cc1ccc(Cl)cc1NC(=O)Nc1nnc(N(C)Cc2ccccc2)s1	19	-1%
Cc1ccc(C(=O)Nc2c(-c3ccccc3)nc3ccccn23)cc1	-11	1%
CC(C)CC(=O)Nc1c(C(=O)N2CCN(c3ccccc3F)CC2)oc2ccccc12	-2	-8%
CCOc1ccc(-c2nc(CSCC(=O)NCc3ccc(C)cc3)c(C)o2)cc1	-69*	2%

This is a subset; rates above refer to the full screens.
